High-throughput results as filed in PubChem.
biotin-GST_TR-FRET: biotin-GST/anti-GST TR-FRET signal inhibitors, dose response, artefact control for Vif-APOBEC3G degradation inhibitor project, biochemical (AID 1117362); TR-FRET counter screen, biotin-GST/anti-GST signal; IC50 in µM for hits, for the others inhibition, % at the top dose, mostly 100 µM; 2.8% of 3,600 active;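 active means inhibition above 30% at one or more concentrations, seen consistently on every test date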;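 further: biotinylated GST protein used in place of GST-Vif 1-94 and biotin-A3G peptide; detects fluorescence quenchers or blockers of GST binding to anti-GST antibody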
Starred values were filed as active, the others as inactive. Not all compounds are listed (hit frequency here may not be typical).

SMILES biotin-GST_TR-FRET
O=c1oc2c(O)c(O)cc3c(=O)oc4c(O)c(O)cc1c4c23 -1.1%
